Bioassay records: PubChem BioAssay, National Center for Advancing Translational Sciences (NCATS)
UDG counter = Primary qHTS assay for inhibitors of Activation Induced Cytidine Deaminase (AID): UDG Counterscreen signal. Uracil-DNA glycosylase. FRET deamination/UDG coupled assay, UDG read, 4 h. Potency, µM (doses to about 115 µM), for inactives: top-dose activity change, negative = inhibition, usual class: inhibitors. hit rate 0.14% among 91,000. AID 1347430, 2020; further: nearly all actives have a fitted effect of over 65% in size
AID inh = Primary qHTS assay for inhibitors of Activation Induced Cytidine Deaminase (AID): AID signal; Single-stranded DNA cytosine deaminase (Homo sapiens), Q9GZX7; AID 1347428, 2020; AID deamination FRET fluorescence, UDG-coupled, 4 h; hit rate 0.32% among 91,000; Potency, µM (doses to about 115 µM), for inactives: at the highest dose activity change, negative = inhibition, most hits filed as inhibitors; further: nearly all actives have a fitted effect of over 25% in size
Target sequence (Q9GZX7 whole entry, looked up): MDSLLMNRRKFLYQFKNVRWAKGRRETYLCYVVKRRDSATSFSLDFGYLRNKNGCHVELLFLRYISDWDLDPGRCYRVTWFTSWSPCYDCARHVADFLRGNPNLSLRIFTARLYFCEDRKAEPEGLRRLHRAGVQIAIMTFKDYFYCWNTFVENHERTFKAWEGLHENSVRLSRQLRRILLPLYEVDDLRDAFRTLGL
* marks the source's active call; other numbers are inactive results; ? = inconclusive; [ ] = another dose, or the depositor's remark. The call rests on the fitted dose curve; in most records, active means well fitted curve in the direction sought with a large enough effect; inconclusive means small, poorly fitted or top-dose-only effect, or another doubt; inactive means no such curve, though single readings can be large; an effect the other way counts as inactive or inconclusive. On the % scale 0 is the no-effect control and ±100 the full control effect; potency means the concentration at half of the fitted maximal effect.

SMILES,AID inh,UDG counter
CCOc1ccc(NC(=O)CC2C(=O)N(c3cccc(C)c3)C(=O)N2CCC2=CCCCC2)cc1 (stereo not drawn),-5.7%,-20.9%
O=C(c1ccc2c(c1)N(Cc1ccccc1F)C(=O)c1ccccc1S2(=O)=O)N1CCC(Cc2ccccc2)CC1,-2.9%,-8.3%
FC(F)(F)c1ccc2c(c1)ncc1c(-c3ccccc3)nn(-c3ccccc3)c12,-4.8%,-3.8%
COc1ccccc1C(=O)NC1(C(F)(F)F)NC(=O)N(CCc2ccccc2)C1=O (stereo not drawn),13.9%,-5.3%
CC(C)=CC(=O)N(Cc1ccco1)C1CC1,-2.5%,-7.3%
CCOc1ccc(-c2nonc2NC(=O)COc2ccccc2)cc1,-22.7%,-7.8%
CCC(=O)N1c2ccc(S(=O)(=O)CCC(=O)Nc3ccc(Br)c(C)c3)cc2CC1C (stereo not drawn),-5.8%,-7.1%
Cc1cccc2c1-c1sc(C(=O)N3CCN(c4ccccc4)CC3)cc1CO2,?,-18.6%
CC(C)NC(=O)C(=O)NCCC1CCCC1,-11.4%,-8.0%
CC(=O)NC12CC3CC(C1)CC(C(=O)NCc1ccc(Cl)cc1Cl)(C3)C2,-0.3%,3.6%
C=CCNC(=S)NCCCOC,0.2%,-4.2%
O=C(Nc1ccc(-c2nc3cc(Cl)ccc3o2)cc1)c1cc(Br)ccc1Cl,-24.4%,-12.6%
CCOC(=O)CCN(c1ccccc1)S(=O)(=O)c1cc(-c2cc(C)no2)ccc1C,-8.1%,-6.1%
COc1ccccc1Cc1nc2ccccc2nc1SCC(=O)N(C)c1ccc(F)cc1,-18.1%,-4.2%
O=S(=O)(c1ccccc1)N1CCCC1c1nc2ccccc2[nH]1 (stereo not drawn),1.6%,6.5%
Cc1nc2cc(-c3ccccc3)nn2c(C)c1CCC(=O)NCCc1ccccc1,7.2%,0.6%
CN(Cc1ccccc1)C(=O)C(=O)Nc1ccc2nc3n(c(=O)c2c1)CCCCC3,-7.9%,-11.2%[57.5 µM]
CCc1nn2c(=O)cc(COC(=O)c3ccc(NC(=O)c4cccs4)cc3)nc2s1,-7.2%,-0.4%
CCc1ccc(N/C=C(/C#N)c2nc(-c3ccc(C)c(C)c3)cs2)cc1,0.1%,6.6%
COc1ccc(NC(=O)CSC2=Nc3ccccc3C3=NC(Cc4ccccc4)C(=O)N23)cc1Cl (stereo not drawn),-10.4%,4.4%
CC(C)(CC(=O)OCC(=O)Nc1ccc(F)c(Cl)c1)CC1=NS(=O)(=O)c2ccccc2N1,3.2%,-7.2%
Cc1cc(C)c(O)c(-c2n[nH]c3c2C(c2ccc(F)cc2)N(Cc2cccnc2)C3=O)c1 (stereo not drawn),-2.4%,2.2%
CC(NC(=O)c1cccc(C(F)(F)F)c1)C1CC2CCC1C2 (stereo not drawn),-2.9%,0.3%
COc1ccccc1CNC(=O)c1cc2sccc2n1Cc1ccc(Cl)cc1,15.7%,1.8%
O=C(Nc1c(C(=O)N2CCN(c3ccccc3)CC2)oc2ccccc12)c1ccco1,13.9%,-5.9%
N#CCCN(C(=O)CSc1nnnn1-c1ccc(Cl)cc1)c1ccccc1,-11.2%,-5.6%
Cc1cccc(-n2ncc3c(Nc4c(C)cc(C)cc4C)ncnc32)c1,?,-8.3%
CCN1CCSc2ccc(C(=O)NCc3ccccc3Br)cc21,?,-12.6%
N#Cc1ccccc1CSc1nc(C(F)(F)F)nc2ccccc12,11.8%,2.8%
Cc1ccc(Cl)cc1NC(=O)C1CCCCC1,4.5%,-7.0%

(listing goes on)
SMILES,AID inh,UDG counter
CCOC(=O)c1sc2ncn(CC(=O)Nc3ccc(C)cc3C)c(=O)c2c1C,-2.6%,-3.0%
Cc1cc(=O)n2c(C(=O)Nc3ccc(C)c(C)c3)c(C(=O)Nc3ccccc3)sc2n1,6.2%,12.2%
Cc1cc(OCc2nn[nH]n2)c2c(C)cc(=O)oc2c1,3.0%,-0.9%
O=C(Nc1ccc2c(c1)CCC2)C1(c2cccc(F)c2)CCC1,-12.7%,-9.2%
COc1ccc(CC(=O)NCc2ccc3c(c2)CCN3C(=O)c2ccc(Cl)cc2)cc1,10.4%,0.0%
COc1ccc(CCNC(=O)c2cnc3sc(N4CCCCCC4)nn3c2=O)cc1,?,4.4%
C[C@]12C[C@H](O)[C@@H]3c4ccc(O)cc4CC[C@H]3[C@@H]1CCC2=O,-3.7%,0.6%
Cc1ccccc1NC(=O)CCC(=O)N1CC(C)Sc2ccccc21 (stereo not drawn),-12.3%,2.6%
O=C(C1CCCCN1S(=O)(=O)c1ccccc1)N1CCCCC1 (stereo not drawn),0.3%,5.7%
CCCCn1nc(C)c2c(C(F)(F)F)cc(-c3ccc(Br)cc3)nc21,8.5%,12.6%
COCCCNC(=O)C1CCN(c2nc3ccc(C)cc3[nH]2)CC1,6.5%,28.6%
COc1ccc(OC)c(C(=O)CN2C(=O)N(c3cc(C)cc(C)c3)S(=O)(=O)c3ccccc32)c1,-13.0%,-7.4%
Cc1cc(CNC(=O)Cn2c(=O)c3c(ncn3C)n(C)c2=O)ccc1F,1.2%,-2.9%
CC(=O)NCCNC(=O)c1cc2cc(C)ccc2nc1C,-2.6%,-2.6%
O=C(Cn1ncc2c3ccccc3n(Cc3ccc(F)cc3)c2c1=O)NC1CCCCCC1,-7.6%,1.9%
CCc1ccc(OCCCOc2ccc(Cl)cc2/C=N/NC(C)=O)cc1,4.3%,10.3%
COc1ccc2oc(=O)c(-c3nc4ccc(C)cc4[nH]3)cc2c1,8.3%,10.2%
CCOC(=O)C1C(=O)C=C(c2ccc(C)cc2)CC1c1cccc(Cl)c1 (stereo not drawn),-9.2%,2.1%
CSc1ccc(/C=C2\N=C(c3ccccc3)OC2=O)cc1,-1.8%,4.0%
Clc1ccccc1-c1noc(CSc2nnc(C3CC3)n2-c2ccccc2)n1,-27.3%,-28.8%
COC(=O)NC(c1ccccc1)c1ccccc1,-3.0%,7.1%
Cc1nc(N2CCCC2)c2c(C(=O)N3CCN(c4ccc(F)cc4)CC3)c(C)oc2n1,-6.8%,-5.0%
COc1ccc(-c2noc(CCC(=O)Nc3ccccc3Cl)n2)cc1OC,0.8%,-5.2%
COCCN(CC(N)=O)S(=O)(=O)c1ccc(F)cc1Cl,1.8%,0.8%
Cc1cc(C)cc(OCCSc2nc3ccc(NC(=O)c4ccc5c(c4)OCO5)cc3s2)c1,3.7%,4.0%
CCC(C(=O)N1CCN(c2cc(C)ccc2C)CC1)n1nc(C)n2c(cc3occc32)c1=O (stereo not drawn),?,-6.9%
Cc1ccc(-c2nn3c(=O)cc(CN4CCN(C(=O)Nc5cccc(C(F)(F)F)c5)CC4)nc3s2)cc1,32.9%[activator],34.3%[activator]
CC(=O)c1ccc(NC(=O)CCc2ncc(-c3ccccc3Cl)o2)cc1,6.5%,2.4%
O=C(CCS(=O)(=O)Cc1cccc(F)c1)Nc1ccc(F)cc1,1.3%,2.5%
COCCN(CCOC)CCOc1cccc(C#N)c1,-4.1%,-7.6%

(more compounds)
SMILES,AID inh,UDG counter
Cc1cccc2cc(C3CC(c4ccco4)=NN3S(C)(=O)=O)c(Cl)nc12 (stereo not drawn),-13.2%,-13.1%
Cn1ccc2cc(S(=O)(=O)N3CCN(C(=O)Nc4ccccc4F)CC3)ccc21,-5.4%,-6.0%
O=C(NCc1ccccc1Cl)c1cnc(N2CCOCC2)c2ccccc12,4.4%,-9.6%
CCCCSCC(=O)NC12CC3CC(CC(C3)C1)C2,-10.3%,-6.8%
O=C(O)Cc1ccc(O)c(O)c1,3.0%,2.2%
Cc1ccccc1NC(=O)c1nn(C)c2c1COc1ccccc1-2,2.1%,1.5%
CC(NCc1cccc(Oc2nnnn2-c2ccccc2)c1)c1ccccc1 (stereo not drawn),-29.1%,-18.0%
Cc1oc(-c2cccs2)nc1CC(=O)N1CCC1,-1.7%,2.6%
COC(=O)c1ccc(Nc2nc(-c3ccccc3Cl)nc3ccccc23)cc1,98.6%[activator],-6.0%
Cc1noc(C(C)C)c1C(=O)Nc1ccc(OC(F)F)c(Cl)c1,-6.5%,-10.9%
CCOC(=O)c1cccc(NC(=O)c2oc3c(c2C)-c2[nH]ncc2CC3)c1,?,-20.5%[57.5 µM]
Cc1cccc(NC(=S)NCCc2ccccc2)c1,-4.9%,-1.2%
O=C(OCc1nc2ccccc2o1)c1cccc(O)c1,2.2%,3.5%
CCOc1ccc(CNC(=O)CCc2c(C)nn(-c3ccc(N4CCOCC4)nn3)c2C)cc1,12.4%,13.7%
O=C(CSc1nncn2c1cc1sccc12)Nc1ccccc1C(F)(F)F,-1.4%,-5.3%
C=CCNC(=O)NC(=O)C12CC3CC(CC(C3)C1)C2,-2.9%,-6.0%
O=C(/C=C/c1ccco1)N(Cc1cccs1)C1CC1,-5.3%,-1.3%
CCOC(=O)c1ccc(N2C(=O)c3n[nH]c(C)c3C2c2ccc(F)cc2)cc1 (stereo not drawn),1.4%,-2.0%
CN(C)S(=O)(=O)c1ccc(-c2nc(C#N)c(N3CCN(c4ccccc4)CC3)o2)cc1,-14.4%,-10.1%
Cc1ccc(-c2cccc(=O)o2)cc1,-4.7%,-0.8%
COc1cccc(-c2cc(C(=O)N3CCN(c4ccccc4OC)CC3)no2)c1,-11.8%,8.4%
CCCOc1c(Cl)cc(/C=C/C(=O)c2ccc(O)c(OC)c2)cc1OC,-1.4%,-1.6%
CN1C(=O)C(O)(CC(=O)c2cccnc2)c2ccccc21 (stereo not drawn),0.4%,-2.0%
COc1ccccc1CNC(=O)c1ccc(N2Cc3cccc(OC)c3Oc3ncccc32)s1,8.5%,-8.1%
COc1ccc(-c2csc3ncnc(Nc4ccc(OC)c(OC)c4)c23)cc1,1.0%,-11.3%
Cc1cccc(NC(=O)Cn2c(=O)n(CCC(C)C)c(=O)c3cccnc32)c1,-2.5%,?
CN(C)C(=O)C1CCN(c2oc(-c3ccco3)nc2C#N)CC1,3.9%,-17.4%
CC(C)(CNC(=O)CCCNC(=O)C1CC1)c1ccccc1,-11.0%,-4.6%
CCc1c(C)sc(NC(=O)c2ccc(Cl)c(Cl)c2)c1C#N,0.7%,-9.6%
O=C(Nc1nn(Cc2ccccc2F)cc1Cl)c1nc2ncccn2n1,9.0%,11.7%

Further records follow.
SMILES,AID inh,UDG counter
CC1CCCN(CCCNC(=O)c2cc(Sc3ccc(F)cc3)nc3ccccc23)C1 (stereo not drawn),-6.7%,-12.6%
CCOC(=O)c1cc(C)n(CC2CCC(C(=O)Nc3cc(OC)cc(OC)c3)CC2)c1C (stereo not drawn),4.0%,-14.2%[57.5 µM]
O=C(NCc1ncc(-c2ccccc2)o1)c1cccc(F)c1,-4.1%,5.4%
Cc1ccc(C)c(N2CCN(S(=O)(=O)c3ccc4c(c3)C(C(C)C)C(=O)N4)CC2)c1 (stereo not drawn),-24.4%,-16.8%
CCC(CC)C(=O)N1c2ccccc2C(C)(c2ccccc2)CC1(C)C (stereo not drawn),-7.5%,-22.9%
COc1cccc(CNC(=O)Cn2nc(C(=O)O)c3ccccc3c2=O)c1,-6.8%,-8.6%
C=CCN1CCN(c2nc3c(c(=O)[nH]c(=O)n3C)n2Cc2ccc(Cl)c(Cl)c2)CC1,-8.3%,-3.4%
CCCOc1ccc(NC(=O)Cc2cccc3ccccc23)c2cccnc12,11.8%,-5.4%
Oc1ccc(Cn2cc[nH]c2=S)cc1,0.9%,-6.7%
N#Cc1ccc(COC(=O)C2=NN(C3CCS(=O)(=O)C3)C(=O)CC2)cc1 (stereo not drawn),-7.0%,-5.5%
O=C(CN1N=C(c2ccc(Cl)cc2)CCC1=O)NCCc1ccc(Cl)cc1,-32.6%,-11.3%
O=C(Nc1cc2c(cc1C(=O)c1ccc(Br)cc1)OCCO2)c1ccc(Cl)cc1,1.9%,-10.6%
O=C(NCc1ccc(-n2cccn2)cc1)c1ccc(F)cc1Br,-2.5%,-5.5%

A second format for part of the listing above:
> CCCOc1ccc(NC(=O)Cc2cccc3ccccc23)c2cccnc12
  AID inh: 11.8%
  UDG counter: -5.4%

> Oc1ccc(Cn2cc[nH]c2=S)cc1
  AID inh: 0.9%
  UDG counter: -6.7%

> N#Cc1ccc(COC(=O)C2=NN(C3CCS(=O)(=O)C3)C(=O)CC2)cc1 (stereo not drawn)
  AID inh: -7.0%
  UDG counter: -5.5%

> O=C(CN1N=C(c2ccc(Cl)cc2)CCC1=O)NCCc1ccc(Cl)cc1
  AID inh: -32.6%
  UDG counter: -11.3%

This is a subset; rates above refer to the full screens.
